14-3-3g Raf = 14-3-3 gamma protein interaction modulation. P61981. actives 0.19% (n = 160,000). AID 422. FP, 14-3-3gamma / TMR-pS259-Raf peptide binding. inhibition, % at 40 µM; in the data active means inhibition above about 30%;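 further: 0% = protein plus tracer without compound and 100% = blank with tracer alone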
Target sequence (P61981 whole entry, looked up): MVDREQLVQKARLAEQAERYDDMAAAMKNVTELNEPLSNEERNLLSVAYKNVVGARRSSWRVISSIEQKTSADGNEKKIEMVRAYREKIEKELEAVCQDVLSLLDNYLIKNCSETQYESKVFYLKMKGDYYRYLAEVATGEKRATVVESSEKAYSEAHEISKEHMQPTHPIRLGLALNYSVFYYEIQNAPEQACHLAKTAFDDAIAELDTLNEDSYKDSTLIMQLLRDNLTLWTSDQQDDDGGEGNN
* marks the source's active call; other numbers are inactive results; & = joins results of further samples. Some of the compounds tested. The share of hits here may be higher or lower than overall.

SMILES | 14-3-3g Raf
COc1ccc2c(c1)c(C(=O)CN1CCC3(CC1)OCCO3)c(C)n2C | -2
COC(=O)c1ccc(N2C(=O)CSC2c2ccccc2C(F)(F)F)cc1 (stereo unspecified) | -2
CCOc1ccccc1C1NN(C(=O)c2cccc(Br)c2)C2C(=O)N(c3ccc(C)cc3)C(=O)C12 (stereo unspecified) | -12
C=C1OC(=O)OC1(C)CCC=C(C)CCC=C(C)C (stereo unspecified) | 13
COC(=O)CCS(=O)(=O)c1cc(Cl)ccc1Cl | 2
O=S(=O)(c1ccccc1)N1CCN(C2CC3CCC2C3)CC1 (stereo unspecified) | 2
CCN(CC)CCc1c(C)[nH]c(C(=O)OCc2ccccc2)c1C | -10
Cn1c(CCN2CCCCC2)nc2cc(NC(=O)C3CCCCC3)ccc21 | -13
CC(NC(=O)Nc1cccnc1)(C(F)(F)F)C(F)(F)F | -5
O=C(Nc1nnc(-c2ccc(F)cc2)s1)C(F)(F)F | 1
CC(=O)Nc1ccc(OC/C=C(\C)Cl)cc1 | -2
N#CCSc1nc2ccccc2c(=O)n1CCC(=O)N1CCCCC1 | -7
COc1ccccc1N1CCN(C(=O)c2ccc(N3C(=O)NC4CC3(C)Oc3ccccc34)cc2)CC1 (stereo unspecified) | 0
CCCn1c(=N)c(C(=O)NCC)cc2c(=O)n3cccc(C)c3nc21 | 7
Cc1c(C(=O)Nc2ccc3c(c2)OCCO3)sc2ncnc(N3CCOCC3)c12 | -6
COc1cc2c(cc1OC)C(C(=O)N1CCN(c3cccc(Cl)c3)CC1)C(c1cccs1)N(C)C2=O (stereo unspecified) | -3
CCCS(=O)(=O)N1CCCC(C(=O)NCCN(Cc2ccccc2)C(C)C)C1 (stereo unspecified) | 1
CCCCNC(=O)c1cc(-c2ccccc2)nc2ccccc12 | 0
O=C(CS(=O)CC(=O)Nc1ccc(Cl)cc1)NCC1OCCc2ccccc21 (stereo unspecified) | 2
CCSc1nnc(NC(=O)c2ccccc2F)s1 | -8
CSc1ccc(C2C3=C(CCCC3=O)Nc3ccc4ncccc4c32)cc1 (stereo unspecified) | -2
Nc1ncnc2c1ncn2CCN1CCCCC1 | 4
COc1ccc(N2C(=O)c3ccc(C(=O)c4ccccc4)cc3C2=O)cc1 | -4
CCOC(=O)CC(=O)CSc1nc(C)cc(-c2cccnc2)c1C#N | -9
Cc1cccc(C)c1OCC(=O)Nc1ncn[nH]1 | -7&4
Oc1ccc(Br)cc1C=Nc1nc2c(s1)CCCC2 | 4
CCC1Oc2ccccc2N(CC(=O)NCCCN2CCOCC2)C1=O (stereo unspecified) | 1
CCCC(=O)Nc1cccn(Cc2ccccc2Br)c1=O | -11
O=c1c(Cl)c(N2CCN(c3ccccc3)CC2)cnn1-c1ccccc1 | -11
CCOC(=O)c1c(-c2ccccc2)oc2ccc(NS(=O)(=O)c3cc([N+](=O)[O-])ccc3C)cc12 | 4
Clc1cccc(CSc2nnc(-c3cccnc3)n2Cc2ccco2)c1 | 1
O=S(=O)(NC1c2ccccc2Oc2ccccc21)c1ccc(Cl)cc1 | 10
CC1CC(N(C(=O)c2cccs2)c2ccccc2)c2ccccc2N1 (stereo unspecified) | -2
Nc1c(C(=O)c2ccc(Br)cc2)sc2nc3c(c(-c4ccco4)c12)CCC3 | -38
O=C1OC(COc2ccccc2)CN1c1ccccc1 (stereo unspecified) | -3
C=CCn1c(-c2ccc(Cl)cc2)csc1=Nc1ccccc1 | -3
O=C(CSc1nc2ccccc2[nH]1)Nc1ccccc1F | -10
CC1(C)Cn2c(nnc2-c2ccccc2)S1 | -9
Cc1ccc2nc(NC(=O)CNS(=O)(=O)c3cccs3)sc2c1 | -10
Oc1c(Cl)cc(Cl)c2c1NCCC2 | -2
CN1CCN(Cc2cc(Cl)c3cccnc3c2O)CC1 | -5
CCSc1nc(C)c(CC)c(C)c1C(N)=O | 4
c1ccc(-c2nnc(Nc3ccc4c(c3)OCCO4)c3ccccc23)cc1 | -2
CCn1c(SCC(=O)Nc2nc3ccc(OC)cc3s2)nc2c1c(=O)n(C)c(=O)n2C | -22
O=c1c(Oc2ccccc2)coc2cc(O)ccc12 | 1
COc1ccc(CCCc2n[nH]c(=S)o2)cc1C | -21
O=C(CSCC(=O)N1CCOCC1)Nc1ccccc1 | -2
COc1ccc(CSc2nc3ccc(I)cc3c(=O)n2-c2ccccc2)cc1 | 1
CCOc1ccc(N(CC)C(=O)c2cc3cc4ccc(OC)cc4nc3o2)cc1 | 14
Cc1ccc(CNC(=O)c2ccc(Cn3c(=O)c4ccccc4n(Cc4cccc([N+](=O)[O-])c4)c3=O)cc2)cc1 | 1
More compounds
SMILES | 14-3-3g Raf
CCOC(=O)C1CCN(S(=O)(=O)c2ccc(Br)c(OCC)c2)CC1 | 6
CCCN(C(=O)c1cc2cc3ccc(OC)cc3nc2o1)c1ccc(CC)cc1 | 0
Cc1cc(OCC(=O)Nc2ccc(N3CCOCC3)cc2)ccc1Cl | -19
COc1cccc(C(=O)N2CCc3cc(OC)c(OC)cc3C2COc2ccc(F)cc2)c1 (stereo unspecified) | -3
COc1ccc(NC(=O)c2sc3nc(-c4ccccc4)cn3c2C)c(OC)c1 | 5
Cc1ccc(NC(=O)COC(=O)c2ccnn2C)cc1 | -11
Cc1nnc(NC(=O)C2CCCCC2)s1 | 2
O=S(=O)(c1ccccc1)c1nc(N2CCCc3ccccc32)sc1Cl | -21
NC12CC3CC(C1)CC(CO)(C3)O2 | 0
CCCNS(=O)(=O)c1ccc(CCC(=O)Nc2ccc3c(c2)OCO3)cc1 | 2

In the list so far, these have four or more nitrogen atoms.
SMILES | 14-3-3g Raf
Cn1c(CCN2CCCCC2)nc2cc(NC(=O)C3CCCCC3)ccc21 | -13
N#CCSc1nc2ccccc2c(=O)n1CCC(=O)N1CCCCC1 | -7
COc1ccccc1N1CCN(C(=O)c2ccc(N3C(=O)NC4CC3(C)Oc3ccccc34)cc2)CC1 (stereo unspecified) | 0
CCCn1c(=N)c(C(=O)NCC)cc2c(=O)n3cccc(C)c3nc21 | 7
Cc1c(C(=O)Nc2ccc3c(c2)OCCO3)sc2ncnc(N3CCOCC3)c12 | -6
Nc1ncnc2c1ncn2CCN1CCCCC1 | 4
Cc1cccc(C)c1OCC(=O)Nc1ncn[nH]1 | -7&4
O=c1c(Cl)c(N2CCN(c3ccccc3)CC2)cnn1-c1ccccc1 | -11
Clc1cccc(CSc2nnc(-c3cccnc3)n2Cc2ccco2)c1 | 1
CCn1c(SCC(=O)Nc2nc3ccc(OC)cc3s2)nc2c1c(=O)n(C)c(=O)n2C | -22
Cc1ccc(CNC(=O)c2ccc(Cn3c(=O)c4ccccc4n(Cc4cccc([N+](=O)[O-])c4)c3=O)cc2)cc1 | 1

Four entries from above, in CSV form.
molecule,14-3-3g Raf
Cc1nnc(NC(=O)C2CCCCC2)s1,2
COc1cccc(C(=O)N2CCc3cc(OC)c(OC)cc3C2COc2ccc(F)cc2)c1 (stereo unspecified),-3
CCOC(=O)C1CCN(S(=O)(=O)c2ccc(Br)c(OCC)c2)CC1,6
CCCN(C(=O)c1cc2cc3ccc(OC)cc3nc2o1)c1ccc(CC)cc1,0

Next structures follow:
SMILES | 14-3-3g Raf
COCCn1c(=S)[nH]c2cc(C(=O)NCc3ccc(C)cc3)ccc2c1=O | -2
COC(=O)c1scc(C)c1NC(=O)c1sc2ncn(C)c(=O)c2c1C | -20
Cn1c(SCC(=O)N2CCCc3ccccc32)nnc1-c1cccs1 | 2
Cc1ccc2c(CC(=O)N3CCc4ccccc43)coc2c1 | -13
Cc1ccccc1Nc1nnc(-c2ccc(C)c(S(=O)(=O)N3CCOCC3)c2)c2ccccc12 | 6
COC(=O)C1=C(C)N=C2SCCC(=O)N2C1c1cccs1 (stereo unspecified) | 2&-4
O=C(CN1CCCCC1)n1c2ccccc2c2ccccc21 | -4
CCCCCC(=O)Nc1cccc(C(=O)O)c1 | -2
C=CCOC(=O)C1=C(C)Nc2ncnn2C1c1ccccc1OCC (stereo unspecified) | 1
Cc1cccc(N2CCN(C(=O)c3ccncc3)CC2C)c1 (stereo unspecified) | 0
O=C(c1noc2c1CCCC2)N1CCCCC1 | 2&1
CCOC(=O)c1ccc(CN(Cc2ccccc2C)S(=O)(=O)c2ccc3c(c2)OCCO3)cc1 | 4
Cc1onc(-c2ccccc2Cl)c1C(=O)Nc1ccccc1 | 5
Cc1cc(NC(=O)CSc2nc3cc4c(cc3c(=O)n2CCc2ccccc2)OCO4)no1 | -4
COc1ccc(-n2c(=O)c3ccccc3n(Cc3ccc(Cl)cc3)c2=O)c(OC)c1 | 5
CCCCC(=O)Nc1ccc(C(=O)N2CCN(C)CC2)cc1 | -11
NC(=O)C1CCN(C(=O)c2ccc3c(=O)n(C4CCCCC4)c(SCc4ccc(Cl)cc4)nc3c2)CC1 | -1
O=[N+]([O-])c1ccc(N2CCOCC2)s1 | 7
CCCn1c(=NC(=O)c2ccc3c(c2)OCO3)c(C(=O)OCC)cc2c(=O)n3ccccc3nc21 | -20
O=C(Nc1ccc(S(=O)(=O)N2CCCCC2c2cccnc2)cc1)c1ccc([N+](=O)[O-])cc1 (stereo unspecified) | -7
O=C1C(=O)N(CCO)C(c2cccc(F)c2)/C1=C(\O)c1ccc(Cl)cc1 (stereo unspecified) | 0&-2
COC(=O)c1c(NC(=O)COc2ccccc2C)sc(C)c1C | -3
CCc1nc2scc(-c3ccccc3)c2c(=O)n1N | -8
COc1ccc(C(=O)N2CCC(N3CCN(c4ccccc4OC)CC3)CC2)cc1 | -6
C=CCc1cccc(C=Nc2sc3c(c2C#N)CCCC3)c1O | -1
CCOC(=O)C1CCN(c2cc(Nc3ccc(N(C)C)cc3)c3c4c(onc24)-c2ccccc2C3=O)CC1 | -136
O=C(O)CC1SC(=O)N(Cc2ccccc2)C1=O (stereo unspecified) | -3
O=C(CSc1nc2ccccc2c(=O)n1Cc1ccco1)c1ccccc1 | 0&1
CCOc1ccc(S(=O)(=O)N2CCSC2c2ccc([N+](=O)[O-])cc2)cc1 (stereo unspecified) | 8
COC(=O)c1c(NC(=O)CCN2CC(C)OC(C)C2)sc2c1CCCC2 (stereo unspecified) | 2
COc1ccc(O)c(-c2cc(-c3cccs3)[nH]n2)c1 | -1
CC(C)(C)n1nc2c(c1NC(=O)c1ccccc1Br)CSC2 | -2
CCC(=O)Nc1cccc(NC(=O)c2cc3ccccc3o2)c1 | 2
c1ccc(C2C3=C(Nc4ncnn42)c2ccccc2CCC3)cc1 (stereo unspecified) | -6
COc1ccccc1CNC(=O)c1cccc(N2C(=O)NC3CC2(C)Oc2c(OC)cccc23)c1 (stereo unspecified) | -6
CCCCCCNC(=O)C(C#N)c1nc2ccccc2nc1N1CCCC1 (stereo unspecified) | -15
COC(=O)c1cc(NS(=O)(=O)c2ccc(N3CCOCC3)c(N)c2)cc(C(=O)OC)c1 | -5
CN1CCc2c(sc(NC(=O)c3ccc(S(=O)(=O)N4CCOCC4)cc3)c2-c2nc3ccccc3s2)C1 | -68
CCOC(=O)c1cc2c(=O)n3ccccc3nc2n(CC2CCCO2)c1=NC(=O)c1cccs1 (stereo unspecified) | -16
CC(C)OCCCNc1ncnc2c1[nH]c1ccccc12 | -6
O=C(Nc1ccc(C(F)(F)F)cc1)c1cc(S(=O)(=O)N2CCCc3ccccc32)ccc1F | 6
COc1ccccc1N1CCN(C(=O)CCCn2c(=O)[nH]c3ccc(Br)cc3c2=O)CC1 | 10
O=C(NC1CCCCC1)C12CC3CC(C1)CC(C(=O)NC1CCCCC1)(C3)C2 | 3
Cc1ccc(N(C)S(=O)(=O)c2ccc3[nH]cc(C(=O)NCc4ccccn4)c(=O)c3c2)cc1C | -3
COc1cc(C2Nc3ccccc3-c3nnc(SC)nc3O2)cc(Br)c1O (stereo unspecified) | -11
O=C(Nc1ccccn1)C(NS(=O)(=O)c1cccc2nsnc12)c1ccccc1 (stereo unspecified) | -9
CCCOc1ccccc1-c1nc(SCCC(=O)O)n[nH]1 | -10
O=C(c1ccc2c(=O)n(Cc3ccccc3Cl)c(=S)[nH]c2c1)N1CCCC1 | 0
COc1ccc(CNC(=O)COC(=O)c2ccc3c(c2)OCCO3)cc1 | 3
CC1=C(C(=O)OC2CC(C)CCC2C(C)C)C(c2ccc(Br)cc2)n2ncnc2N1 (stereo unspecified) | -9
Going on with the list:
SMILES | 14-3-3g Raf
COCCNC(=O)Cn1c(=O)oc2cc(Cl)ccc21 | 1
COc1ccc(CNc2nc3c(c(=O)n(Cc4ccc(Br)cc4)c(=O)n3C)n2C)cc1 | 0
Cc1cc(C)cc(NC(=O)c2ccc(NS(=O)(=O)c3c(C)n[nH]c3C)cc2)c1 | -5
Cc1ccccc1N1C(=O)CC(N2CCC(C(N)=O)CC2)C1=O (stereo unspecified) | -7
O=C(Nc1ccc(NC(=O)c2ccco2)c(Cl)c1)c1ccco1 | -8
O=C1Nc2ccc(S(=O)(=O)N3CCCCCC3)c3cccc1c23 | -5
COc1cc(C2C3=C(CC(C)(C)CC3=O)Nc3nc(SCc4ccccc4Cl)nn32)cc(OC)c1OC (stereo unspecified) | 3
O=C(Nc1cccc2nsnc12)c1cnsn1 | 3
COc1ccc(S(=O)(=O)N2CCCN(Cc3ccccc3C)CC2)cc1 | -5
COc1cccc(C(=O)N2CCN(Cc3ccc([N+](=O)[O-])cc3)CC2)c1 | 5
CCN1CCN(c2nc3c(c(=O)[nH]c(=O)n3C)n2CCCSc2ncccn2)CC1 | -4
CC(NC(=O)CN1C(=O)CSc2ccc(S(=O)(=O)N3CCCCCC3)cc21)c1ccccc1 (stereo unspecified) | -10
O=C(Nc1ccc(OC(=O)c2cccs2)cc1)c1ccco1 | -9
CCOC(=O)c1c(C)n(C)c2c1cc(OC(=O)CC(C)C)c1ccccc12 | 4
CCCCSc1nnc(CCCCCNC(=O)OC(C)(C)C)o1 | -2
COCCNC(=O)C(c1cccc(OC)c1)N(C(=O)Cn1nnc2ccccc21)c1cccnc1 (stereo unspecified) | -1
COc1ccccc1-c1nnc2sc(COc3ccc(F)cc3)nn12 | -8
COc1cccc(C2NC(=O)NC(C)=C2C(=O)Nc2cccc(C)c2C)c1 (stereo unspecified) | -2&2
Cc1ccc(C(=O)C2C(c3cccs3)NC(=O)NC2(O)C(F)(F)F)cc1 (stereo unspecified) | 13
COC(=O)C1=C(C)Nc2nnnn2C1c1ccc(Cl)cc1 (stereo unspecified) | -1

Compound activity from PubChem.
